# Yp Topo-I inh – blocks Yersinia pestis topoisomerase I activity; activity, % at 10 µM; Y. pestis Topo-I cleavage product accumulation, plate reader; hit rate 0.064% among 360,000; in the data active means activity above about 50%, passing the limit was not always enough; inconclusive means no clear call, values can overlap the other calls; further: inactives centre near 2
# BH1578 lux ind – quorum light induction in luxS cqsA deficient V. cholerae. activation, % at 18.7 µM. hit rate 0.16% among 350,000. AID 588436. V. cholerae BH1578 lux reporter, luminescence, 6 h; in the data active means activation mostly above about 9.7%, no sharp cut-off; inconclusive means no clear call, values can overlap the other calls; inactive means mostly below about 3.7%; further: not every result past the cut was called active; inactives centre near 0; reference of the scale not given here
# Anthrax LF prot – inhibitors of Bacillus anthracis lethal factor protease; multiplex microsphere protease cleavage assay, LF; P15917; inhibition, % at 10 µM; hit rate 0.12% among 360,000; in the data active means inhibition above about 30%; inconclusive means no clear call, values can overlap the other calls; further: plate controls were buffer without enzyme for full effect and enzyme alone for no effect
# Target sequence (P15917 whole entry, looked up): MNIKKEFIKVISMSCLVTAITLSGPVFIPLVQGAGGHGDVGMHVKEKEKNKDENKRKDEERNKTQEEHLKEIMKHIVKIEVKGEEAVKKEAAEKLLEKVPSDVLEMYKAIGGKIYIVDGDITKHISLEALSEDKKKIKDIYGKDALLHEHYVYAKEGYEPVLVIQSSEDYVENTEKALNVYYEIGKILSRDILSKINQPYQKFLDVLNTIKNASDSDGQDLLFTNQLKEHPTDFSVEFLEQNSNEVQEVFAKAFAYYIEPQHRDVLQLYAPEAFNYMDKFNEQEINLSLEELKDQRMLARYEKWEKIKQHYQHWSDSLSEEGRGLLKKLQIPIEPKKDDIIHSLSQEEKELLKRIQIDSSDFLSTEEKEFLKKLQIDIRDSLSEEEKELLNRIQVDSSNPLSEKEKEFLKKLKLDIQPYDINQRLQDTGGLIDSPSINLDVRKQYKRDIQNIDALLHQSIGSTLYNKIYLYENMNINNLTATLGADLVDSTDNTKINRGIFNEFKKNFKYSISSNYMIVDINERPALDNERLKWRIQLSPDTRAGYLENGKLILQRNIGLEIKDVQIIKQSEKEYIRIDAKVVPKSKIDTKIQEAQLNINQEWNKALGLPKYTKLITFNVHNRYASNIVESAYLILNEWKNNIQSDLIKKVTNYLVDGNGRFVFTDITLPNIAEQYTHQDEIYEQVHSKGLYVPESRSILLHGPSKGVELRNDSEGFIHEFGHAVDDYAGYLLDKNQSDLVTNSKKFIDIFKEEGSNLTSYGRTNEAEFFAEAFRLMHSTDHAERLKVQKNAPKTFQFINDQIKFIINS
# PriA SSB inh – K. pneumoniae PriA-SSBct interaction inhibition; AlphaScreen SSBct-PriA binding, biotinylated peptide; inhibition, % at 33 µM; hit rate 0.6% among 430,000; AID 1272365; in the data active means inhibition mostly above about 37%, no sharp cut-off; inactive means mostly below about 20%;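 further: plate controls were negative control peptide for no effect and reference peptide for full effect; strong numbers were not always called active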
# TcdB inh – inhibitors of Clostridioides difficile toxin B glycohydrolase. TcdB glycohydrolase enzymatic assay, plate reader. P18177. AID 652162. inhibition, % at 9.99 µM. hit rate 0.24% among 350,000; in the data active means inhibition above about 10%
# DUSP3 inh – blocks human VHR1 dual specificity phosphatase | inhibition, % at 13.3 µM | recombinant VHR phosphatase, pNPP absorbance | hit rate 0.52% among 290,000; in the data active means inhibition above about 50%; further: some compounds called inactive have numbers as strong as hits
# Target sequence (P51452 whole entry, looked up): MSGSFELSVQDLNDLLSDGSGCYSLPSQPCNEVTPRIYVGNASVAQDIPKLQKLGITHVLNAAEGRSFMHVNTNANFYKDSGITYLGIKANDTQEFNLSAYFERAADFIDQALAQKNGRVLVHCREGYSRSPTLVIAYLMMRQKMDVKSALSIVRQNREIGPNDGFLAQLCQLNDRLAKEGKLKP
# MazEF act – activators of E. coli MazEF toxin-antitoxin RNase; P0AE70; FAM/BHQ RNA-DNA oligo cleavage fluorescence, 5 h; activation, % at 20 µM; hit rate 0.32% among 350,000; in the data active means activation above about 50%
# Target sequence (P0AE70 whole entry, looked up): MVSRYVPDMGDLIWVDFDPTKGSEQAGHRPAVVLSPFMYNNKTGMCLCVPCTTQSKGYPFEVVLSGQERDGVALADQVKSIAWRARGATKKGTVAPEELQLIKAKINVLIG
# 3CLpro inhibitor – SARS-CoV 3CLpro protease inhibition; P0C6X7; recombinant SARS-CoV 3CLpro, quenched FRET peptide cleavage; inhibition, % at 6 µM; hit rate 0.14% among 290,000; in the data active means inhibition above about 12%
# Rv3671c protease – inhibits the M. tuberculosis serine protease Rv3671c; AID 2606; hit rate 0.048% among 320,000; inhibition, % at 5.96 µM; in the data active means inhibition above about 38%;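 further: extracellular domain of Rv3671c used as enzyme; 0% = enzyme with DMSO and 100% = no enzyme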
# PfHsp40 yeast – rescue of PfHsp40-mediated yeast toxicity; S. cerevisiae expressing PfHsp40, growth rescue, ATP luminescence; growth rescue, % at 12.5 µM; hit rate 0.68% among 340,000; AID 504582; in the data active means growth rescue above about 28%, passing the limit was not always enough; inconclusive means no clear call, values can overlap the other calls;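 further: yeast W303a lacking pdr1 and pdr3 grown in galactose medium; growth measured after three days at 30 °C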
# An asterisk follows results filed as active; i = inactive; u = inconclusive; x = not tested or not shown; & = joins results of further samples. These rows are one share of the data; rates above refer to the full screens.
SMILES,Yp Topo-I inh,BH1578 lux ind,Anthrax LF prot,PriA SSB inh,TcdB inh,DUSP3 inh,MazEF act,3CLpro inhibitor,Rv3671c protease,PfHsp40 yeast
COc1ccc(OCC(O)CN2CCCCCC2)cc1 (stereo unspecified),4,i,-8,-9,x,12,1,-1,-2,-0.7
CCOC(=O)C(=O)N=Nc1c(O)[nH]c2ccccc12,5,2.1,-2,-2,x,-11,5,-1,2,1.2
C[C@H](CO)N1C[C@H](C)[C@H](CN(C)C(=O)c2ccncc2)OCc2cnnn2CCCC1=O,-3,i,-5,x,-1.3&-0.8,x,3,x,x,x
CCCC(=O)N(C1CC(C)C(C#N)(C#N)C1(C#N)C#N)N(C)C (stereo unspecified),-3,-0.4,-5,-3,9.3,13,4,-5,8,2.7
Cc1ccccc1NC(=O)Cc1nc(CSc2nnc(C3CCCCC3)n2N)cs1,-2,i,-1,-9,x,36,4,4,0,-0.7
O=C1COc2ccc(C(=O)COC(=O)c3cccnc3Cl)cc2N1,1,1.6,-3,-7,0.1,33,-7,2,0,-2.2
COc1cc(/C=C/C(=O)c2ccc(NS(=O)(=O)c3ccc(C)cc3)cc2)cc(OC)c1O,0,-0.3,0,-1,x,21,5,-1,23,2.6
CCOC(=O)C1(C)CCN1C(=O)c1cc(F)ccc1C (stereo unspecified),-11,-4.5,3,x,1.2,x,x,x,x,x
CCOc1c(N2CC(C)OC(C)C2)c(=O)c1=O (stereo unspecified),-4,-1.0,-5,-5,0.4,-4,5,1,3,-0.2
CCN(CC)S(=O)(=O)c1cccc(-c2nc3n(n2)Cc2ccccc2-3)c1,6,-1.8,-4,-15,1.7,43,1,-2,-5,-0.5
CCCCOc1ccc(-c2nnc(-c3ccco3)o2)cc1,4,i,-4,-11,x,18,-3,2,-8,0.2
COc1ccc(NC(=O)CSc2nc(-c3ccncc3)nn2CC(=O)N2CCCC2)cc1,-6,-0.7,3,-5,x,32,6,2,4,0.1
COc1ccccc1NCCC(=O)OCC(=O)Nc1ccccc1Cl,23,i,-3,3,-0.1,x,4,x,-3,0.7
CC[C@H](C)[C@H](NS(=O)(=O)c1ccc(C)cc1)C(=O)N1CCC(C(=O)N[C@@H](C)C(=O)O)CC1,1,i,-2,-2,x,8,-2,-4,2,19
CCCC(=O)Nc1ccc(N2CCN(S(C)(=O)=O)CC2)cc1,-3,-2.7,3,-9,x,1,3,-2,5,0.0
Cc1ccc(-n2c(=O)[nH]cc(C(=O)Nc3ccc4c(c3)OCO4)c2=O)cc1C,2,-0.2,2,2,0.6,8,1,x,8,0.2
COc1ccc(S(=O)(=O)N2CCN(CC(=O)NC(Cc3ccccc3)C(C)=O)CC2)cc1 (stereo unspecified),20,1.1,-4,8,-0.1,x,1,x,-7,0.2
CCN(CC)CCC(C)OC(=O)c1ccc(O)cc1O (stereo unspecified),4,i,-1,-1,-0.9,-5,14,2,4,-1.0
CCCN(CCC)CCCNS(=O)(=O)c1cc(Br)cc2c1N(C(C)=O)CC2,-1,-0.2,-1,-17,1.5,27,0,3,6,1.6
c1ccc2c(CCc3ccncc3)cccc2c1,7,x,2,-10,0.8,x,-18,x,x,-0.3
COc1cccc(-c2c3c([nH]c(=O)c2C#N)CCc2cc(OC)ccc2-3)c1,x,x,x,-16,x,-1,21,-5,4,x
O=S(=O)(c1ccc(-c2ccccc2)cc1)N1CCCC1,10,i,-3,-4,-3.1,3,2,2,1,-0.8
CCOC(=O)C(=Cc1cc(=O)c(OC)co1)C(=O)OCC,1,x,0,-15,0.5,4,7,-7,x,2.2
NC(=O)C1CCCN(C(=O)c2ccc3oc(Cc4ccc(Cl)cc4)nc3c2)C1 (stereo unspecified),2,i,-5,-24,-1.2,10,-5,5,-3,-1.5
O=C(Nc1ncc2c(n1)-c1ccccc1CC2)c1ccc(F)cc1,18,-0.3,x,1,x,29,3,-1,-2,-1.3
CCC1(C)Cc2c(sc3c2c2ncnn2c2nnc(SCC(=O)NCc4ccco4)n32)CO1 (stereo unspecified),11,i,2,-19,x,-5,2,0,-3,0.6
CCOC(=O)c1nnn(CC(=O)Nc2cc(Cl)ccc2C)c1C(=O)OCC,-3,i,2,-3,x,2,3,2,1,0.9
CSc1nc(N2CCN(c3ccccc3Cl)CC2)c2ccccc2n1,28,-0.3,-5,-9,0.7,13,-5,-5,-11,-1.7
CNS(=O)(=O)c1cccc(C(=O)OCCCC(=O)c2ccccc2)c1,1,-1.1,-6,-17,-0.2,x,8,x,1,0.7
O=C(O)c1ccccc1C(=O)NCC(O)c1ccccc1 (stereo unspecified),0,-0.3,4,-3,0.6,2,4,-1,-14,-1.2
CCC(=O)N/C=C/n1cnc2cc(C(F)(F)F)ccc21,3,i,-4,0,x,27,-15,1,8,-0.4
COc1ccc(C(=O)NC(=S)N2CCOCC2)cc1[N+](=O)[O-],4,-2.2,-2,-5,1.9,-2,6,-8,-10,-0.3
C=CCn1c(O)c(C(CC)=Nc2ccc(C(=O)O)cc2)c(=O)[nH]c1=O,4,-0.2,4,6,-0.3,9,3,-3,2,-0.3
COc1ccc(NC2=C(NCCO)C(=O)c3ccccc3C2=O)cc1,-15,-0.3,-2,23,-1.9,10,8,2,-107,-0.4
COc1cccc(Nc2nc(N)c([N+](=O)[O-])c(NCc3ccccc3)n2)c1,-6,i,x,12,1.2,0,-12,-3,-43,u
CN(C)S(=O)(=O)N1CCN(C(=O)N2CCCCCC2)CC1,0,-0.4,0,-17,x,19,0,0,-2,0.6
COc1cc(C2N3CC4(C)CN2CC(C)(C3)C4)ccc1O (stereo unspecified),-6,-4.0,1,2,x,-9,-2,0,-3,-1.1
O=C(NCc1ccccc1Cl)C(=O)NCC(c1ccco1)N1CCOCC1 (stereo unspecified),-12,0.0,-1,-15,0.5,26,9,-4,-3,-1.2
O=C(NCC1CCCN(Cc2ccc3c(c2)OCCO3)C1)c1ccc2c(c1)OCO2 (stereo unspecified),-3,i,x,1,1.4,2,7,-8,-2,0.7
COc1ccc(S(=O)(=O)N2CCN(c3cnccn3)CC2)cc1OC,-8,1.1,-6,4&11,-2.7,x,-33,x,9,2.2
COc1cc(C(=O)N(C)CC2CCN(CCc3cccc(C(F)(F)F)c3)CC2)ccc1C,20,i,3,-1,-1.1,38,7,-2,-2,-0.9
CCCNC(=O)C1(C)CCN1C(=O)Cc1ccc(-c2ccccc2)cc1 (stereo unspecified),25,-0.8,-2,x,-8.2,x,x,x,x,x
Cc1cccc(NS(=O)(=O)c2ccc(C)c(C(N)=O)c2)c1,-1,-0.3,-2,-18,x,8,0,-6,-3,-0.5
Cc1[nH]n(-c2ccc([N+](=O)[O-])cc2)c(=O)c1C=NCCN1CCN(C(=O)C(C)C)CC1,-2,-0.6,-3,-2,-1.3,14,3,-1,5,-0.8
CCN(CC)C(=O)CSc1nnc(COc2ccc(OC)cc2)n1N,4,i,-6,12,0.7,15,6,1,-5,-0.9
O=C(c1ccc2nc[nH]c2c1)N1CCN(S(=O)(=O)c2cccc(F)c2)CC1,3,i,-1,-8,1.6,x,-1,x,7,-1.1
O=S(=O)(Cc1ccccc1)N1CCn2c(nc3ccccc32)C1,-14,i,1,1,-0.5,27,23,0,3,0.7
Cc1cccc(NC(=O)Cc2ccc(Br)cc2)n1,-4,-0.6,-7,-12,0.1,14,-3,0,1,3.3
CC1(C(=O)NCc2cccc3ccccc23)CCN1Cc1ccc2ccccc2c1 (stereo unspecified),31,-3.3,-1,x,4.0,x,x,x,x,x
COc1ccc(/C=N/c2c(-c3ccc(OC)cc3)nc3n2CCS3)cc1,-10,-0.7,-2,x,x,-5,23,-1,-2,1.8
CC(C)(C)n1ncc2c(=O)n(CC(=O)OCc3ccccc3)cnc21,1,-3.3,3,-4&-15,x,7,4,1,0,-1.6
Cc1ccc2c(c1)N(C)/C(=C/c1cccc[n+]1C)S2,-12,i,-8,-4,1.0,x,-17,0,5,1.5
CC(C)(C)OC(=O)N1CCCC(C(=O)Nc2cccc(C(=O)NCCCc3ccccc3)c2)C1 (stereo unspecified),14,-1.8,-1,-6,-2.7,x,7,x,x,1.5
Cc1cccnc1NS(=O)(=O)c1cccc([N+](=O)[O-])c1,-3,-0.8,-1,-5,0.1,8,-2,-2,-8,-1.6
CCC(=O)Nc1ccc(NC(=O)c2ccco2)c(OC)c1,6,-0.2,-3,-21,x,12,3,-3,-1,0.2
CCC(C)Nc1nc(OC(C(F)(F)F)C(F)(F)F)nc(OC(C(F)(F)F)C(F)(F)F)n1 (stereo unspecified),-3,1.9,-1,-13,x,-13,-1,0,6,-1.1
COc1cc(NC(=O)CSc2nnnn2Cc2ccc3c(c2)OCO3)cc(OC)c1,14,x,1,-11,x,42,-16,-1,-3,-1.2
CCOc1ccc(-c2ccc(SC)nn2)cc1,1,-0.2,2,-4,0.2,-18,-4,0,3,-0.1
COc1cccc(NC(=S)NCc2ccc(F)cc2)c1,-15,-0.3,0,-13,1.4,2,2,-4,-6,-0.3
CN1CCN(C(=O)CCN2C(=O)c3ccccc3C2=O)CC1,2,0.4,-2,14,-0.4,7,1,-1,-2,-1.9

# Exported with each value named: part of the list above
> CCOc1ccc(-c2ccc(SC)nn2)cc1
  Yp Topo-I inh = 1
  BH1578 lux ind = -0.2
  Anthrax LF prot = 2
  PriA SSB inh = -4
  TcdB inh = 0.2
  DUSP3 inh = -18
  MazEF act = -4
  3CLpro inhibitor = 0
  Rv3671c protease = 3
  PfHsp40 yeast = -0.1
> COc1cccc(NC(=S)NCc2ccc(F)cc2)c1
  Yp Topo-I inh = -15
  BH1578 lux ind = -0.3
  Anthrax LF prot = 0
  PriA SSB inh = -13
  TcdB inh = 1.4
  DUSP3 inh = 2
  MazEF act = 2
  3CLpro inhibitor = -4
  Rv3671c protease = -6
  PfHsp40 yeast = -0.3
> CN1CCN(C(=O)CCN2C(=O)c3ccccc3C2=O)CC1
  Yp Topo-I inh = 2
  BH1578 lux ind = 0.4
  Anthrax LF prot = -2
  PriA SSB inh = 14
  TcdB inh = -0.4
  DUSP3 inh = 7
  MazEF act = 1
  3CLpro inhibitor = -1
  Rv3671c protease = -2
  PfHsp40 yeast = -1.9

# (more compounds)
SMILES,Yp Topo-I inh,BH1578 lux ind,Anthrax LF prot,PriA SSB inh,TcdB inh,DUSP3 inh,MazEF act,3CLpro inhibitor,Rv3671c protease,PfHsp40 yeast
C[C@H](CO)N1C[C@H](C)[C@@H](CN(C)Cc2ccc3c(c2)OCO3)Oc2cc(Br)ccc2S1(=O)=O,-2,i,4,x,-0.5&1.0,x,0,x,x,x
COc1cc(NC(=O)C(=O)Nc2ccc3nc4n(c(=O)c3c2)CCCCC4)cc(OC)c1OC,12,0.5,-3,-2,0.4,-5,-8,3,-6,-0.6
S=C(NCC1CCCO1)Nc1ccccc1 (stereo unspecified),-3,-0.5,0,-6,-0.2,25,9,2,4,-0.3
CCOC(=O)COc1ccc(C(c2c(C)[nH][nH]c2=O)c2c(C)[nH][nH]c2=O)cc1,3,-0.2,-4,4,-1.3,-17,18,-7,-4,-2.3
O=C(COC(=O)c1cnccn1)N=c1sccn1Cc1ccccc1Cl,10,i,-4,-1,0.8,x,15,x,-5,0.4
CN(C)CCCNC(=O)c1cccc(-c2cnc3cccnn23)c1,-2,i,0,x,0.2,x,x,x,x,x
CC(=O)N1c2ccc(S(=O)(=O)N(C)CC(=O)Nc3cccc(C)c3)cc2CC1C (stereo unspecified),-7,-0.4,0,-8,1.3,61,5,-9,-9,-0.2
CCOC(=O)N1CCN(C(=O)NC23CC4CC(CC(C4)C2)C3)CC1,9,-0.7,1,-2,x,-9,-2,0,-4,0.9
CCN1CCc2[nH]c3ccccc3c2C1,-3,-0.6,15,-3,1.2,10,-3,1,3,0.8
Cc1nc(SCC(=O)N(CC(C)C)C2CCS(=O)(=O)C2)c2ccccc2n1 (stereo unspecified),3,0.7,-13,-16,1.0,x,3,x,12,0.6
O=C(CCN1C(=O)c2ccccc2C1=O)N1CCN(c2ccccn2)CC1,3,5.6,2,6,x,29,3,2,-12,0.4
CC(=O)Oc1ccc2oc(-c3ccccc3)c(C(N)=O)c2c1,x,x,x,-11,x,11,-3,2,3,x

# Assay outcomes (PubChem BioAssay)
